Mtb BioA inh = blocks M. tuberculosis BioA enzyme activity; AID 602481; inhibition, % at 9.99 µM; purified M. tuberculosis BioA enzyme, plate reader; 360,000 tested, 0.096% active; in the data active = inhibition above about 40%
TcdB inh = TcdB glycohydrolase inhibition; TcdB glycohydrolase enzymatic assay, plate reader; inhibition, % at 9.99 µM; 350,000 tested, 0.24% active; AID 652162; in the data active = inhibition above about 10%
Target sequence (P18177 whole entry, looked up): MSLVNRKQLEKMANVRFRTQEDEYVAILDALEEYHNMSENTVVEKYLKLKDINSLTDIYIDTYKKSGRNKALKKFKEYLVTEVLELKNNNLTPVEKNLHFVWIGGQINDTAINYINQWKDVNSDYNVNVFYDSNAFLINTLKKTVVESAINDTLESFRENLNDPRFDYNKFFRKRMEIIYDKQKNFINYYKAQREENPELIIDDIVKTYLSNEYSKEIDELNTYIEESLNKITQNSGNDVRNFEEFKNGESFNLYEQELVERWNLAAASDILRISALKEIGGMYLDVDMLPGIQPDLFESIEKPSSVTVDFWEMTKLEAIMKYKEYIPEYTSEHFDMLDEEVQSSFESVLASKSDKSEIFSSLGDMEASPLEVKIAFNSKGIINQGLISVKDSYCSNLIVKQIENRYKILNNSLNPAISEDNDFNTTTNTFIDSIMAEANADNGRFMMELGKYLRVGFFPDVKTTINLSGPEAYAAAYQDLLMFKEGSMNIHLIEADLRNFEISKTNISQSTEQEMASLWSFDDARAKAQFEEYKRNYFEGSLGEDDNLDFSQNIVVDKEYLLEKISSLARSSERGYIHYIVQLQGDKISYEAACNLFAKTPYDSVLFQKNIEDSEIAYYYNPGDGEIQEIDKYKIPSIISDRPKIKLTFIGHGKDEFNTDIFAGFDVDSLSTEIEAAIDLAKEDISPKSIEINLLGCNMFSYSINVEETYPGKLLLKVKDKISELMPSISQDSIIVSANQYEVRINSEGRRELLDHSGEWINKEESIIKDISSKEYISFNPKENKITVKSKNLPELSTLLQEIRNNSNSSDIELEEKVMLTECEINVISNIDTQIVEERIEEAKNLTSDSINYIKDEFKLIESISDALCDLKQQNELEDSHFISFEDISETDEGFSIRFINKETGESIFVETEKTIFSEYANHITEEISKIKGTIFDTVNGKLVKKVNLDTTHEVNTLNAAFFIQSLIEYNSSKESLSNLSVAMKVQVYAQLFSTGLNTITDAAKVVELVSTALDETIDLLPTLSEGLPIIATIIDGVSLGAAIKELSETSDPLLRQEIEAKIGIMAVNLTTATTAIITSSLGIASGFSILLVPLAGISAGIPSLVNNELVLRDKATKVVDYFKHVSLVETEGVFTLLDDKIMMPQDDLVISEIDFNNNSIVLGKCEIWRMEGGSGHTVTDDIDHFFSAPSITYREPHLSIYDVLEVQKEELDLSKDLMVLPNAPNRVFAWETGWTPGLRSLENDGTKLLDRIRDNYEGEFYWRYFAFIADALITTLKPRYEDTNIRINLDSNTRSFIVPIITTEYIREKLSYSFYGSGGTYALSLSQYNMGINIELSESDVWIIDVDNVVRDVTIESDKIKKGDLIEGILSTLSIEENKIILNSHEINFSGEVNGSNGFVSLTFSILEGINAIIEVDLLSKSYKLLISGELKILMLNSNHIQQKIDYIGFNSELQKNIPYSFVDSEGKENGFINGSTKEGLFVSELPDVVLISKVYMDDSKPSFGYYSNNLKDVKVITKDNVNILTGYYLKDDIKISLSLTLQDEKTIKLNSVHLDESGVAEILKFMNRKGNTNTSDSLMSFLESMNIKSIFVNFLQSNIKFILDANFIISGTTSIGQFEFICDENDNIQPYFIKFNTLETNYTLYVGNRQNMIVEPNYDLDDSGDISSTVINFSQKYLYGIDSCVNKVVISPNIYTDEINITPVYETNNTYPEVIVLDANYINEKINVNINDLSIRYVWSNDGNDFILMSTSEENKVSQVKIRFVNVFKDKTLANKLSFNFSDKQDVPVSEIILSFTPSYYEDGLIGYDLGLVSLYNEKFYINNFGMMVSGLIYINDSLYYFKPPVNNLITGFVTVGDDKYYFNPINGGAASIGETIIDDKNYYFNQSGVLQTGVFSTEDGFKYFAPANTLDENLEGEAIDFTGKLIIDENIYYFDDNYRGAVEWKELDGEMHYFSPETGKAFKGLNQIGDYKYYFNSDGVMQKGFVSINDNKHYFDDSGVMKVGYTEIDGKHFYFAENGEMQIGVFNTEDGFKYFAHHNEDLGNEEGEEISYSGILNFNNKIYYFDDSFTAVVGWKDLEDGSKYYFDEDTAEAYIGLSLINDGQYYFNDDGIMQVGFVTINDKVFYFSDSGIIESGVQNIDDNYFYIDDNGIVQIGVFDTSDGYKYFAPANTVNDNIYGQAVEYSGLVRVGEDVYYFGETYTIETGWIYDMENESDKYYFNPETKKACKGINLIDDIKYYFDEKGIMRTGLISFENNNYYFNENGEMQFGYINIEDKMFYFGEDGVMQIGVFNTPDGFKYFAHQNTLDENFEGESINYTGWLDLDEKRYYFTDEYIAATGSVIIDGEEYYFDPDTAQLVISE
* = called active by the depositor; & = joins results of further samples. Not all compounds are listed; count on the stated rates, not on these rows.

SMILES	Mtb BioA inh	TcdB inh
O=C(Cc1ccccn1)N1CCCCN2[C@@H](CO)[C@H](c3ccc(-c4ccccc4F)cc3)[C@@H]2C1	-3.5	0.5
CNC[C@@H]1Oc2cc(C#Cc3ccccn3)ccc2S(=O)(=O)N([C@@H](C)CO)C[C@H]1C	-1.0	-0.6
C[C@H](CO)N1C[C@H](C)[C@H](CN(C)S(=O)(=O)c2ccc(Cl)cc2)OCCCC[C@H](C)Oc2ccc(NS(=O)(=O)c3ccc(F)cc3)cc2C1=O	-3.5	0.2
C[C@@H]1CN([C@H](C)CO)C(=O)c2cc(NC(=O)NC3CCCCC3)ccc2O[C@@H]1CN(C)S(=O)(=O)c1cccs1	-1.0	1.5
C[C@@H]1CN([C@@H](C)CO)C(=O)c2ccccc2-c2ccccc2CO[C@H]1CN(C)C(=O)CCN(C)C	-1.3	0.8
CN1C(=O)c2cc(NC(=O)Nc3ccccc3F)ccc2OC[C@H]2O[C@H](CC(=O)NCc3ccc(-c4ccccc4)cc3)CC[C@@H]21	-0.8	0.7
C[C@@H]1CCCCO[C@@H](CN(C)C(=O)C2CCCCC2)[C@H](C)CN([C@H](C)CO)C(=O)c2cc(NC(=O)Nc3ccc(C(F)(F)F)cc3)ccc2O1	-2.6	-0.1
O=C(C[C@H]1C=C[C@H](NC(=O)C2CCC2)[C@H](CO)O1)NC1CCCCC1	-3.6	-6.9
Cn1cnc(S(=O)(=O)N[C@H]2CC[C@H](CC(=O)N3CCN(c4ccccc4)CC3)O[C@@H]2CO)c1	1.5	0.6
C[C@H]1CN([C@@H](C)CO)C(=O)c2cc(NC(=O)Cc3ccccc3)ccc2O[C@H]1CN(C)S(=O)(=O)c1cccs1	4.9	-1.9
C[C@@H]1CN([C@H](C)CO)C(=O)c2c(c3ccccc3n2C)-c2ccccc2CO[C@@H]1CN(C)C(=O)Cc1ccccc1	-1.5	-1.0
COCC(=O)N(C)C[C@@H]1Oc2cc(C3=CCCCC3)ccc2S(=O)(=O)N([C@H](C)CO)C[C@@H]1C	-0.2	-0.8
C[C@@H]1CN([C@@H](C)CO)C(=O)c2cc(NC(=O)Nc3ccccc3)ccc2O[C@H]1CN(C)Cc1ccncc1	1.3	1.7
CCCNC(=O)N1[C@@H](C#N)[C@@H](c2ccc(-c3ccc(C(=O)N(C)C)cc3)cc2)[C@@H]1CO	-0.8	-0.2
C[C@@H]1CCCCO[C@@H](CN(C)C(=O)Nc2ccc(F)cc2)[C@H](C)CN([C@@H](C)CO)C(=O)c2cc(NC(=O)C3CCCCC3)ccc2O1	-0.8	-0.2
C[C@@H]1CCCCO[C@H](CN(C)C(=O)Nc2cccc3ccccc23)[C@@H](C)CN([C@H](C)CO)C(=O)c2cc(NC(=O)Nc3cccc4ccccc34)ccc2O1	-2.3	0.5
C/C=C/c1ccc([C@@H]2[C@H]3CN(S(=O)(=O)c4ccc(F)cc4)CCCCN3[C@H]2CO)cc1	-1.0	-0.1
C[C@@H]1CN([C@H](C)CO)C(=O)c2cc(NC(=O)Nc3cccc4ccccc34)ccc2O[C@@H](C)CCCCO[C@@H]1CN(C)Cc1ccc(C(=O)O)cc1	-0.7	-0.2
CCS(=O)(=O)Nc1ccc2c(c1)C(=O)N(C)C[C@@H](OC)[C@@H](C)CN(C(=O)C1CCC1)[C@H](C)CO2	-0.5	-0.6
Cc1ccc(S(=O)(=O)N[C@@H]2C=C[C@H](CC(=O)N3CCc4ccccc4C3)O[C@@H]2CO)cc1	-3.2	0.2
N#C[C@@H]1[C@@H](c2ccc(-c3cncnc3)cc2)[C@H](CO)N1C(=O)C1CCC1	0.9	0.2
C[C@H](CO)N1C[C@H](C)[C@@H](CN(C)Cc2ccc3c(c2)OCO3)Oc2ccc(NS(=O)(=O)c3ccc(F)cc3)cc2CC1=O	5.4	-0.7
CCCC(=O)Nc1ccc2c(c1)OC[C@@H](C)N(C)C[C@H](C)[C@@H](OC)CN(C)C2=O	-3.6	0.5
C[C@H](C(=O)N(C)C[C@H]1OCc2ccccc2-c2ccccc2C(=O)N([C@@H](C)CO)C[C@H]1C)c1ccccc1	1.4	1.3
O=C(CC1CC1)Nc1ccc2c(c1)[C@H]1C[C@H](CC(=O)N3CCc4ccccc4C3)O[C@H](CO)[C@H]1O2	0.1	0.4

Structures listed so far containing a thiophene ring, fused or not, in the order listed:
SMILES	Mtb BioA inh	TcdB inh
C[C@@H]1CN([C@H](C)CO)C(=O)c2cc(NC(=O)NC3CCCCC3)ccc2O[C@@H]1CN(C)S(=O)(=O)c1cccs1	-1.0	1.5
C[C@H]1CN([C@@H](C)CO)C(=O)c2cc(NC(=O)Cc3ccccc3)ccc2O[C@H]1CN(C)S(=O)(=O)c1cccs1	4.9	-1.9

The list goes on.
SMILES	Mtb BioA inh	TcdB inh
CC(C)NC(=O)N(C)C[C@H]1Oc2ccc(NC(=O)C3CCCCC3)cc2C(=O)N([C@@H](C)CO)C[C@@H]1C	-0.7	1.0
CN1[C@@H]2c3ccc(-c4ccc(F)cc4)c(=O)n3C[C@H]1[C@H](CO)[C@H]2C(=O)NC1CCCCC1	0.4	1.5
C[C@H](CO)N1C[C@H](C)[C@@H](CN(C)C(=O)Cc2ccncc2)Oc2ncc(C3=CCCCC3)cc2C1=O	-2.0	-0.7
C[C@@H]1CCCCO[C@@H](CN(C)C(=O)Nc2cccc3ccccc23)[C@@H](C)CN([C@H](C)CO)C(=O)c2cc(NC(=O)Cc3ccccc3)ccc2O1	-1.7	-1.2
CO[C@@H]1CN(C)C(=O)c2ccc(NC(C)=O)cc2OC[C@@H](C)N(Cc2ccccc2C(=O)O)C[C@H]1C	-0.5	-1.1
COc1ccc(NC(=O)Nc2ccc3c(c2)C(=O)N([C@@H](C)CO)C[C@H](C)[C@H](CN(C)Cc2ccccc2)O3)cc1	0.5	-0.1
C[C@@H]1CCCCO[C@H](CN(C)C(=O)CCC(F)(F)F)[C@H](C)CN([C@@H](C)CO)C(=O)c2cc(NS(=O)(=O)c3ccccc3)ccc2O1	-0.1	0.1
Cc1noc(C)c1S(=O)(=O)Nc1ccc2c(c1)C(=O)N([C@@H](C)CO)C[C@@H](C)[C@H](CN(C)S(=O)(=O)c1ccccc1)OCCCC[C@@H](C)O2	0.2	-0.4
Cc1noc(C)c1NC(=O)N(C)C[C@@H]1Oc2c(NS(=O)(=O)c3cn(C)cn3)cccc2C(=O)N([C@H](C)CO)C[C@H]1C	-1.2	0.4
C[C@H](CO)N1C[C@H](C)[C@@H](CN(C)Cc2ccc3c(c2)OCO3)Oc2ccc(NC(=O)Cc3ccccc3)cc2C1=O	1.1	0.7
N#C[C@@H]1[C@H](c2ccccc2)[C@@H](CO)N1S(=O)(=O)c1ccc(F)cc1	1.8	-3.4
Cc1noc(C)c1NC(=O)Nc1ccc2c(c1)C(=O)N([C@H](C)CO)C[C@H](C)[C@H](CN(C)C(=O)C1CCCCC1)OCCCC[C@@H](C)O2	-0.5	-0.5
Cc1ccccc1-c1ccc([C@H]2[C@H]3CN(S(=O)(=O)c4cn(C)cn4)CCCCN3[C@H]2CO)cc1	-1.3	0.8
O=C(c1cccnc1)N1C[C@@H]2[C@H](c3ccccc31)[C@H](CO)N2CC1CCCC1	0.0	-0.2
C[C@@H]1CCCCO[C@@H](CN(C)C(=O)Nc2ccc(F)cc2)[C@H](C)CN([C@@H](C)CO)C(=O)c2cc(NC(=O)Nc3ccc4c(c3)OCO4)ccc2O1	3.2	0.4
C[C@@H]1CN([C@H](C)CO)C(=O)c2cc(NC(=O)CCN3CCOCC3)ccc2O[C@H]1CN(C)S(=O)(=O)c1cccs1	6.2	-1.7
CN1C(=O)c2cc(NC(=O)c3cccc(F)c3)ccc2OC[C@H]2O[C@@H](CC(=O)NCC3CCCCC3)CC[C@@H]21	1.8&2.7	0.5&6.4
C[C@H](CO)N1C[C@H](C)[C@@H](CN(C)C(=O)Cc2cccnc2)Oc2ncc(-c3cncnc3)cc2C1=O	1.7	0.0
CN(C)CC(=O)N[C@H]1CC[C@@H](CCn2cc(C3CCCCC3)nn2)O[C@@H]1CO	-1.8	0.1
CO[C@@H]1CN(C)C(=O)c2cc(NC(=O)c3cnccn3)ccc2OC[C@@H](C)N(C)C[C@@H]1C	0.9	-0.7
C[C@H](O)C#Cc1ccc2c(c1)O[C@@H](CN(C)C(=O)CC1CC1)[C@H](C)CN([C@H](C)CO)S2(=O)=O	-1.6	-0.3
C[C@H](CO)N1C[C@H](C)[C@@H](CN(C)C(=O)Nc2cccc3ccccc23)OCCCC[C@H](C)Oc2ccc(NS(=O)(=O)c3ccc(F)cc3)cc2C1=O	0.3	0.1
COc1ccc(CN(C)C[C@H]2Oc3ccc(NS(=O)(=O)c4ccc(Cl)cc4)cc3CC(=O)N([C@H](C)CO)C[C@H]2C)cc1	-0.5	0.5
COc1ccc(S(=O)(=O)N(C)C[C@H]2OCCCC[C@H](C)Oc3ccc(NC(=O)Nc4ccc(F)cc4)cc3C(=O)N([C@H](C)CO)C[C@@H]2C)cc1	-2.9	1.6
C[C@H]1CCCCO[C@@H](CN(C)Cc2ccc(C(F)(F)F)cc2)[C@@H](C)CN([C@@H](C)CO)C(=O)c2cc(NS(=O)(=O)c3cn(C)cn3)ccc2O1	7.5	-0.3

(further entries)
canonical_smiles	Mtb BioA inh	TcdB inh
C[C@H]1CN([C@@H](C)CO)C(=O)Cc2cc(NC(=O)Cc3cn(C)c4ccccc34)ccc2O[C@@H]1CN(C)Cc1ccc2c(c1)OCO2	-1.1	-0.5
C[C@H]1CN([C@@H](C)CO)S(=O)(=O)c2ccc(Br)cc2O[C@H]1CN(C)S(C)(=O)=O	1.9	-0.4
CO[C@H]1CN(C)C(=O)c2ccc(NS(=O)(=O)c3ccc(C)cc3)cc2OC[C@H](C)NC[C@H]1C	-2.0	0.1
COc1ccc(NC(=O)N(C)C[C@H]2Oc3c(NS(C)(=O)=O)cccc3C(=O)N([C@H](C)CO)C[C@H]2C)cc1	-0.9	0.8
C[C@@H]1CN([C@H](C)CO)C(=O)c2cc(C#CCN(C)C)cnc2O[C@H]1CN(C)C(=O)Cc1cccnc1	3.5	-0.2
CC(=O)NC[C@@H]1[C@@H](c2ccc(C3=CCCC3)cc2)[C@H](CO)N1C(=O)NC(C)C	-0.8	0.0
C[C@H](CO)N1C[C@H](C)[C@@H](CN(C)Cc2ccc3c(c2)OCO3)Oc2ccc(N(C)C)cc2C1=O	6.2	-0.4
C/C=C/c1ccc2c(c1)O[C@H](CN(C)C(C)=O)[C@@H](C)CN([C@H](C)CO)S2(=O)=O	1.5	1.4
CC(C)NC(=O)N[C@@H]1C=C[C@H](CC(=O)NCCCN(C)C)O[C@@H]1CO	0.1	1.4
C[C@H](CO)N1C[C@H](C)[C@H](CN(C)Cc2ccc3c(c2)OCO3)Oc2ccc(NC(=O)Nc3ccccc3)cc2CC1=O	-1.1	0.6
CC(C)C#Cc1ccc2c(c1)O[C@H](CN(C)C(=O)c1cccnc1)[C@H](C)CN([C@@H](C)CO)S2(=O)=O	3.0	-0.1
C[C@@H]1CN([C@H](C)CO)C(=O)c2cc(NC(=O)CCCN(C)C)ccc2O[C@@H]1CN(C)Cc1ccc(C(=O)O)cc1	-0.9	-1.1

Whole records from above.
C[C@@H]1CN([C@H](C)CO)C(=O)c2cc(NC(=O)CCCN(C)C)ccc2O[C@@H]1CN(C)Cc1ccc(C(=O)O)cc1 across the screens: Mtb BioA inh: -0.9; TcdB inh: -1.1
CC(=O)NC[C@@H]1[C@@H](c2ccc(C3=CCCC3)cc2)[C@H](CO)N1C(=O)NC(C)C across the screens: Mtb BioA inh: -0.8; TcdB inh: 0.0

(listing goes on)
canonical_smiles	Mtb BioA inh	TcdB inh
Cc1ccc(-c2ccc3c(c2)O[C@@H](CN(C)C(=O)Nc2ccccc2)[C@@H](C)CN([C@H](C)CO)S3(=O)=O)cc1	-1.0	-0.4
Cc1noc(C)c1S(=O)(=O)Nc1ccc2c(c1)C(=O)N([C@@H](C)CO)C[C@@H](C)[C@H](CN(C)C(=O)Nc1ccc(C(F)(F)F)cc1)O2	1.1	0.8
C[C@H]1CN([C@@H](C)CO)C(=O)Cc2cc(NC(=O)Nc3ccc4c(c3)OCO4)ccc2O[C@@H]1CN(C)Cc1ccc(C(=O)Nc2ccccc2N)cc1	-0.5	0.2
CN(C)CC(=O)Nc1ccc2c(c1)[C@H]1C[C@@H](CC(=O)N3CCCCC3)O[C@H](CO)[C@H]1O2	-17.5	1.0
COc1ccccc1CNC(=O)C[C@@H]1C[C@@H]2c3cc(NC(=O)CN(C)C)ccc3O[C@@H]2[C@H](CO)O1	-5.7	-1.7
C[C@@H]1CN([C@@H](C)CO)C(=O)Cc2cc(NC(=O)Cc3ccccc3)ccc2O[C@@H]1CN(C)C(=O)Nc1cccc2ccccc12	4.3	1.6
CCCC(=O)Nc1ccc2c(c1)C(=O)N(C)C[C@@H](OC)[C@@H](C)CN(C(=O)c1cnccn1)[C@@H](C)CO2	-0.5	1.5
C[C@H]1CCCCO[C@H](CN(C)C(=O)c2ccccc2)[C@@H](C)CN([C@@H](C)CO)C(=O)c2cc(NC(=O)Nc3ccc(F)cc3)ccc2O1	-5.4	0.3
C[C@H]1CN([C@@H](C)CO)C(=O)c2cc(C#Cc3cccc(F)c3)cnc2O[C@@H]1CN(C)CC1CCCC1	-3.7	-2.2
C[C@@H]1CN([C@@H](C)CO)S(=O)(=O)c2ccc(-c3cccnc3)cc2O[C@@H]1CN(C)C(=O)C1CCC1	-1.8	0.4
CCCC#Cc1cnc2c(c1)C(=O)N([C@@H](C)CO)C[C@H](C)[C@H](CN(C)C(=O)c1ccc3c(c1)OCO3)O2	-0.6	-0.1

Compound activity: PubChem BioAssay, Broad Institute
